From PubChem BioAssay
All columns: NCI-60 one-dose screen, growth in % after 48 h at 10 µM unless noted; 100 = growth as untreated, 0 = no growth, -100 = all killed.
SF-539: SF-539 CNS cancer; 6.8% of 81,000 active
U251: U251 CNS tumor cells. 5.4% of 80,000 active. AID 1794753
DU-145: DU-145 prostate cancer; 4.2% of 81,000 active
PC-3: PC-3 prostate cancer cells | 3.9% of 80,000 active | AID 1794754
786-0: 786-0 renal cancer cells. 5.1% of 81,000 active
SN12C: SN12C renal cancer cells. AID 1794767. 3.8% of 81,000 active
SF-268: SF-268 CNS cancer cells; 3.1% of 82,000 active
UO-31: UO-31 renal cancer; 5.2% of 81,000 active
SF-295: SF-295 CNS cancer cells; 5.6% of 79,000 active; AID 1794758
* hit, by the source's call; / = not tested or not shown; & = joins results of further samples. How the source made its calls: active means growth percent below 10; inactive means the rest. This is a random part of the collection; about 9.4% have a hit in one of these screens.

SMILES	SF-539	U251	DU-145	PC-3	786-0	SN12C	SF-268	UO-31	SF-295
CCCCCCCCCCC/C(=N/O)c1ccccc1	105	102	113	97	104	95	114	96	114
CSc1nc2sc3c(c2c(=O)n1-c1ccccc1)CCCCC3	96	96	105	88	111	101	105	98	103
O=C1c2ccccc2C(=O)c2c(O)cccc21	104	104	108	89	81	92	104	67	110
CC(=O)Nc1ccc(C(=O)COc2ccc(/C=C3\CCc4ccccc4C3=O)cc2)cc1	115	99	/	89	97	103	94	33	104
COC(=O)c1ccccc1N=NNc1ccc([N+](=O)[O-])cc1	104	99	106	94	94	103	105	90	133
O=C1c2c(c3c4ccccc4[nH]c3c3ccc4ccccc4c23)C(=O)N1CCO	53	55	96	59	62	85	73	63	67
Nc1cc(=S)[nH]c(=O)[nH]1	105	103	107	110	101	113	99	88	100
CC(C)Sc1nc(NN)c(C#N)c(-c2ccc(F)cc2)n1	82	65	91	74	91	83	68	81	65
COc1ccc(S(=O)(=O)N(C)C)cc1N	104	107	113	104	112	102	105	100	114
Cc1ccc(NC(=O)Nc2sc3c(c2C#N)CCCC3)cc1	103	103	106	97	99	93	100	77	103
Cc1ccc(NC(=O)C2CCC(CN3CCN(C)CC3)CC2)cc1Nc1nccc(-c2cccnc2)n1 (stereo unspecified)	63	95	100	103	99	92	100	83	101
Cc1ccc(S(=O)(=O)C/C(=N/Nc2ccc(S(N)(=O)=O)cc2)c2cc3cc(Br)ccc3oc2=O)cc1	90	98	96	97	101	94	88	80	/
CCN(CC)c1ccc(NC(=O)CN2CCOCC2)cc1	107	104	112	90	103	97	108	/	111
N#C/C(=C/n1c(=S)sc2ccccc21)c1nc2ccccc2s1	103	92	100	83	114	109	102	76	112
COc1ccc(-c2cc(C(=O)N3CCN(C(=O)c4ccccc4NCc4ccco4)CC3)nc3cc(-c4ccccc4)nn23)cc1OC	100	99	111	85	93	96	103	68	109
Cc1cc(O)c(C2=NN(c3ccc(S(N)(=O)=O)cc3)C(c3ccc(N(C)C)cc3)C2)c(C)c1Cl (stereo unspecified)	92	78	75	14	96	75	72	/	6.3*
C#CCOc1ccc(-c2noc(-c3nnn(-c4cccc(/C(C)=N/O)c4)c3N)n2)cc1	61	58	50	84	91	85	96	86	91
NC(Cc1ccccc1F)C(=O)O (stereo unspecified)	/	131	114	112	94	97	110	93	112
COc1cccc(CNC(C)(CO)CO)c1OC	100	107	114	96	109	102	117	107	94
CCCC(CC)(CC)CO	90	96	117	93	102	101	107	98	87
O=[N+]([O-])c1ccc(NS(=O)(=O)c2cc(Cl)ccc2Cl)c2ccccc12	45	67	73	55	63	46	48	43	38
OCC[N+](CCO)(CCO)CCO	104	/	106	101	104	106	109	87	102
CCn1cc(-c2ccnc(NCCCNS(=O)(=O)c3cccc4ccccc34)c2)c(-c2cccc(OC)c2)n1	86	78	90	62	70	74	82	51	90
Cc1ccc(S(=O)(=O)N/N=C2/CC3CCC(C)(C2)C3)cc1 (stereo unspecified)	99	99	109	80	100	94	105	87	120
CC(=O)c1c(C)nc(SCC(=O)Nc2ccc(Br)cc2)n1-c1ccc(Cl)cc1	92	88	114	67	95	85	99	79	76
Cc1cc(C)c2c(n1)sc1c(Nc3ccc(Cl)cc3)ncnc12	-49*	23	6.7*	49	-3.3*	-21*	0.1*	-20*	11
Cc1ccc(S(=O)(=O)NC2CCCCC2)cc1	99	94	109	97	97	96	105	93	99
S=c1[nH]nc(Nc2cccc3ccccc23)s1	95	98	111	87	108	82	95	105	173
O=C(N/N=C\c1cc(Cl)ccc1O)N/N=C/c1cc(Cl)ccc1O	39	50	87	40	78	67	58	17	25
COc1ccccc1-c1cc(=O)c2c(OC)c3ccoc3c(/C=C/C=O)c2o1	92	100	104	102	108	104	105	79	91

20 entries from above, comma-delimited.
structure,SF-539,U251,DU-145,PC-3,786-0,SN12C,SF-268,UO-31,SF-295
Cc1ccc(NC(=O)C2CCC(CN3CCN(C)CC3)CC2)cc1Nc1nccc(-c2cccnc2)n1 (stereo unspecified),63,95,100,103,99,92,100,83,101
Cc1ccc(S(=O)(=O)C/C(=N/Nc2ccc(S(N)(=O)=O)cc2)c2cc3cc(Br)ccc3oc2=O)cc1,90,98,96,97,101,94,88,80,/
CCN(CC)c1ccc(NC(=O)CN2CCOCC2)cc1,107,104,112,90,103,97,108,/,111
N#C/C(=C/n1c(=S)sc2ccccc21)c1nc2ccccc2s1,103,92,100,83,114,109,102,76,112
COc1ccc(-c2cc(C(=O)N3CCN(C(=O)c4ccccc4NCc4ccco4)CC3)nc3cc(-c4ccccc4)nn23)cc1OC,100,99,111,85,93,96,103,68,109
Cc1cc(O)c(C2=NN(c3ccc(S(N)(=O)=O)cc3)C(c3ccc(N(C)C)cc3)C2)c(C)c1Cl (stereo unspecified),92,78,75,14,96,75,72,/,6.3*
C#CCOc1ccc(-c2noc(-c3nnn(-c4cccc(/C(C)=N/O)c4)c3N)n2)cc1,61,58,50,84,91,85,96,86,91
NC(Cc1ccccc1F)C(=O)O (stereo unspecified),/,131,114,112,94,97,110,93,112
COc1cccc(CNC(C)(CO)CO)c1OC,100,107,114,96,109,102,117,107,94
CCCC(CC)(CC)CO,90,96,117,93,102,101,107,98,87
O=[N+]([O-])c1ccc(NS(=O)(=O)c2cc(Cl)ccc2Cl)c2ccccc12,45,67,73,55,63,46,48,43,38
OCC[N+](CCO)(CCO)CCO,104,/,106,101,104,106,109,87,102
CCn1cc(-c2ccnc(NCCCNS(=O)(=O)c3cccc4ccccc34)c2)c(-c2cccc(OC)c2)n1,86,78,90,62,70,74,82,51,90
Cc1ccc(S(=O)(=O)N/N=C2/CC3CCC(C)(C2)C3)cc1 (stereo unspecified),99,99,109,80,100,94,105,87,120
CC(=O)c1c(C)nc(SCC(=O)Nc2ccc(Br)cc2)n1-c1ccc(Cl)cc1,92,88,114,67,95,85,99,79,76
Cc1cc(C)c2c(n1)sc1c(Nc3ccc(Cl)cc3)ncnc12,-49*,23,6.7*,49,-3.3*,-21*,0.1*,-20*,11
Cc1ccc(S(=O)(=O)NC2CCCCC2)cc1,99,94,109,97,97,96,105,93,99
S=c1[nH]nc(Nc2cccc3ccccc23)s1,95,98,111,87,108,82,95,105,173
O=C(N/N=C\c1cc(Cl)ccc1O)N/N=C/c1cc(Cl)ccc1O,39,50,87,40,78,67,58,17,25
COc1ccccc1-c1cc(=O)c2c(OC)c3ccoc3c(/C=C/C=O)c2o1,92,100,104,102,108,104,105,79,91

Later entries
SMILES	SF-539	U251	DU-145	PC-3	786-0	SN12C	SF-268	UO-31	SF-295
O=C(Oc1cccc2cccnc12)c1ccccc1	106&98	113&83	107&93	94&81	107&100	104&86	102&87	82&79	99&97
CC1(C)[C@@H]2CC[C@@]1(C)/C(=N/O)C2	109	101	125	125	109	105	97	90	120
CN(C)/C(=C/C(=O)c1ccccc1)C(=O)c1ccccc1	97	96	111	95	101	96	106	90	94
S=C(Nc1ccc(-c2nc(N3CCOCC3)c3cccn3n2)cc1)Nc1cccnc1	10	32	19	16	37	29	53	15	26
COc1cc(NCCCCCCN)c2ncccc2c1OC	99&104	105&107	115&117	103&90	110&105	98&94	96&111	76&72	113&119
O=C(O)CN(CC(=O)O)C1CCCCC1N(CC(=O)O)CC(=O)O (stereo unspecified)	91	103	100	88	100	96	103	73	100
COc1ccc(/C=C/C(=C/c2c(O)[nH]c3cc(Br)ccc23)N=O)cc1	99	105	114	104	112	102	107	88	107
COC(=O)[C@]1(C(C)C)N[C@H](c2cn(-c3ccccc3)nc2C)[C@@H]2C(=O)N(c3ccc(C)cc3)C(=O)[C@@H]21	/	96	128	101	94	103	117	88	96
O=c1c2ccccc2nc(COc2ccccc2)n1NCc1ccccc1	93	74	100	61	80	83	85	64	61
Nc1c(C(=O)c2ccc(Cl)cc2)sc(S)c1-c1nc2ccccc2s1	96	99	111	98	104	98	100	78	105
OC(CN1CCOCC1)CN1CCOCC1	99	96	112	92	101	101	106	93	106
Cc1nn(-c2ccccc2)c2nc3c(nc12)C1=NCCN1C(c1ccc2c(c1)OCO2)N3 (stereo unspecified)	95	/	108	79	92	94	95	68	96
COc1ccc2c(c1)C(NCCCCCCNc1cc(C)[n+](C)c3ccc(OC)cc13)=CC(C)N2C (stereo unspecified)	15	52	82	61	100	62	80	78	60
Cc1c(O)cc(O)c(C2(c3c(O)cc(O)c(C)c3O)OC(=O)c3ccccc32)c1O	101	108	106	98	102	106	99	80	102
COc1cc(CC(=O)n2ncc3cc(N)ccc32)cc(OC)c1OC	100	111	108	89	99	99	99	82	97

Profiles, quoted from the list. Order of screens: SF-539 | U251 | DU-145 | PC-3 | 786-0 | SN12C | SF-268 | UO-31 | SF-295
`CC1(C)[C@@H]2CC[C@@]1(C)/C(=N/O)C2` as listed: 109 | 101 | 125 | 125 | 109 | 105 | 97 | 90 | 120
`Cc1ccc(NC(=O)C2CCC(CN3CCN(C)CC3)CC2)cc1Nc1nccc(-c2cccnc2)n1` (stereo unspecified) as listed: 63 | 95 | 100 | 103 | 99 | 92 | 100 | 83 | 101
`CC(=O)c1c(C)nc(SCC(=O)Nc2ccc(Br)cc2)n1-c1ccc(Cl)cc1` as listed: 92 | 88 | 114 | 67 | 95 | 85 | 99 | 79 | 76

The listing continues.
SMILES	SF-539	U251	DU-145	PC-3	786-0	SN12C	SF-268	UO-31	SF-295
CCN(CC)c1ccc2nc3ccc(=[N+](CC)CC)cc-3oc2c1	21	-14*	38	4.1*	35	1.0*	14	56	1.1*
O=C(O)C(Cc1ccccc1)N1C(=O)C=CC1=O (stereo unspecified)	94	100	102	102	103	103	100	93	95
CNC(=O)c1cc(Oc2ccc3c(c2)sc2nc(-c4ccc(OC)cc4)cn23)ccn1	84	82	8.3*	58	29	70	80	52	14
CCn1c(=S)[nH]c2c(=O)n(C)c(=O)n(C)c21	95	96	111	100	97	101	114	94	104
O=c1c2ccccc2oc2ccc(OCCCCCN3CCCCC3)cc12	91	68	95	89	83	66	83	67	89
O=S(=O)(Nc1ncccn1)c1ccc(NCc2ccc(N=Cc3c(O)[nH]c4ccccc34)cc2)cc1	101	86	124	86	106	104	99	61	99
CC(=O)C1CCC2C3CC=C4CC(=O)CC5OC(CC12C)C3C45C (stereo unspecified)	97	97	102	93	99	100	98	99	105
C/C(=C(/C)[C@H]1C[C@@H]1CCN(S(=O)(=O)c1ccc(C)cc1)S(=O)(=O)c1ccc(C)cc1)c1ccc(-c2ccccc2)cc1	103	100	108	100	98	100	98	85	102
Cn1cc(/C=C(\SS/C(=C/c2cn(C)c3cccc(C(=O)O)c23)C(=O)O)C(=O)O)c2c(C(=O)O)cccc21	98	101	108	/	95	94	98	86	102
Ic1c(I)c(I)c(I)c(I)c1I	120	97	125	100	104	94	112	82	/
COc1ccc(/C=C2\CCCC3=C2NC(C)=NC3c2ccc(OC)c(OC)c2)cc1OC (stereo unspecified)	17	18	7.3*	32	9.2*	6.0*	20	34	3.1*
Clc1ccc(-c2cc(-c3ccc(Cl)cc3)cc(-c3ccc(Cl)cc3)c2)cc1	97	98	108	95	106	/	102	93	99
O=C1CCC(NNC(=O)c2cccs2)N1 (stereo unspecified)	106	110	105	99	95	108	102	93	101
C=C(CN1CC=CCC1)[C@@H]1CC[C@]2(C(=O)O)CC[C@]3(C)[C@H](CC[C@@H]4[C@@]5(C)CC[C@H](OC(C)=O)C(C)(C)[C@@H]5CC[C@]43C)[C@@H]12	94	90	107	79	102	91	97	70	/
c1ccc(-c2cnc(-c3ccccc3)o2)cc1	105&97	99&103	111&96	101&104	96&106	110&104	106&94	103&93	110&102
NS(=O)(=O)CCC1CCCCC1	102	98	102	99	94	101	103	88	97
O=C(Nc1cccc(-c2ccc(Cl)c(C(F)(F)F)c2)c1)C1CCN(Cc2cccc3cccnc23)CC1	-89*	-82*	11	11	32	4.1*	40	2.5*	-44*
O=C(CCCc1ccccc1)c1ccccc1	103	103	110	87	103	92	100	81	108
O=C(O)/C=C/c1ccc([N+](=O)[O-])cc1	96&99	113	114&110	94&96	96	97&99	100&104	92	115&100
COc1cc2c(cc1OC)C1CCc3cc4c(cc3C1N=C2)OCO4 (stereo unspecified)	96	95	94	79	88	86	100	83	74
COc1ccc(-c2cc(-c3cccnc3)nc(S(=O)(=O)CC(=O)Nc3ccc(C)cc3)c2C#N)cc1OC	95	92	95	84	88	97	83	60	98
CCN(CC)Cc1cc(C(C)(C)CC(C)(C)C)cc(-c2ccccc2)c1O	101	94	103	104	/	110	91	90	116
COc1ccc(N=Nc2cc(OC)c(OC)c(OC)c2)cc1	83	80	97	67	98	/	91	59	84
CC(=O)NC(=O)Nc1ccccc1	94	103	108	117	102	107	112	95	111
O=C(CSc1nnc2sc(Nc3cccc(Cl)c3)nn12)c1ccc(F)cc1	102	98	104	85	91	99	101	79	97
O=C1CC(c2ccccc2)N2C(=S)N(c3ccccc3)C(=O)C12 (stereo unspecified)	89	101	109	103	100	100	98	91	103
NS(=O)(=O)c1ccc(N=Nc2ccc(-c3nn4cc(-c5ccccc5)nc4s3)cc2)cc1	98	100	108	94	95	108	101	89	97
COc1ccc(C2=NOC(C(=O)N3CCCCC3)C2)cc1OC1CCCC1 (stereo unspecified)	96	94	105	97	104	98	97	79	93
CCN(CC)CCNCC(O)Cc1ccc(OC)cc1 (stereo unspecified)	106	95	110	76	99	99	107	83	104
CN(CCCNC(=O)Cc1ccc2ccc3cccc4ccc1c2c34)CCCNc1cc(-c2ccc3ccccc3c2)nc2ccccc12	-96*	-49*	-91*	-88*	-80*	-66*	-78*	-47*	-36*
